# Compound activity (PubChem)
# Yeast growth tox: Inhibitors of S. cerevisiae growth, toxicity. S. cerevisiae wild-type growth, A595 turbidity, 16 h. growth inhibition, % at 25 µM (by protocol). actives 0.3% (n = 30,000). AID 685;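 active = mutant and wild-type yeast strains alike exhibit over 30% growth inhibition; inconclusive = a strain exceeds 50% while the second remains under 30%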;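 also: 0% = untreated cell controls and 100% = YPD media blanks without cells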
#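 Incubation: 16 h growth with compound, 30 °C; Material: S. cerevisiae wild-type or eIF2Bepsilon-R284H mutant strain; Signal: turbidity measured as absorbance at 595 nm; Medium: YPD yeast growth medium; Measure: growth inhibition (%) versus cell controls and blanks; Doses: 25 µM single dose.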
# eIF2B yeast act: modulators of yeast eIF2B activity; S. cerevisiae eIF2B-epsilon R284H, GCN4-lacZ luminescence; inhibition, % at 25 µM (by protocol); actives 0.91% (n = 27,000); AID 688;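 active = mutant luminescence inhibited past about 50% while wild type luminescence and mutant growth stay under set limits, limit read from the data; inconclusive = mutant versus wild type luminescence inhibition gap past a set limit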; also: some compounds called inactive have numbers as strong as hits
#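 Material: yeast eIF2B-epsilon R284H mutant carrying GCN4–beta-galactosidase fusion. Medium: YPD yeast growth medium. Incubation: 16 h growth with compound at 30 °C, 90 min Beta-Glo step. Signal: Beta-Glo luminescence plus absorbance at 595 nm. Evaluation: % inhibition of reporter signal and growth versus controls. Doses: 25 µM single dose.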
# Yeast growth tox inhibition %: recorded beside Yeast growth tox, whose call it bears; growth inhibition, %; S. cerevisiae eIF2Bepsilon-R284H mutant growth, A595 turbidity, 16 h;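 each compound tested once at 25 µM; 0% equals untreated cells and 100% equals cell-free medium blanks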
# eIF2B yeast act mutant toxicity: recorded beside eIF2B yeast act, whose call it bears; growth inhibition, %; measured here: mutant yeast growth, toxicity;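 each compound tested once at 25 µM; zero equals untreated control growth and 100 equals blank medium absorbance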
# Starred values were filed as active, the others as inactive; ? = inconclusive; . = no result given. Only part of the results is shown; the hit share may differ from the screen's.
# Start of the listing, in advance:
SMILES,Yeast growth tox,Yeast growth tox inhibition %,eIF2B yeast act,eIF2B yeast act mutant toxicity
COc1ccccc1-n1c(CNC(=O)c2ccco2)nnc1SCC(=O)Nc1ccc(F)cc1,17,-18,16,-18
O=C(CCCCCn1c(=O)[nH]c2ccccc2c1=O)N1CCN(Cc2ccc3c(c2)OCO3)CC1,10,15,6,15

# The listing, from the start:
SMILES,Yeast growth tox,Yeast growth tox inhibition %,eIF2B yeast act,eIF2B yeast act mutant toxicity
COc1ccccc1-n1c(CNC(=O)c2ccco2)nnc1SCC(=O)Nc1ccc(F)cc1,17,-18,16,-18
O=C(CCCCCn1c(=O)[nH]c2ccccc2c1=O)N1CCN(Cc2ccc3c(c2)OCO3)CC1,10,15,6,15
CCC1Oc2ccccc2N(CC(=O)NCCCN2CCC(C)CC2)C1=O (stereo unspecified),12,5,4,5
CCc1ccc(OCc2nnc(SCC(=O)N3CCN(c4ccccc4)CC3)o2)cc1,-36,-14,33,-14
COC(=O)c1sccc1NC(=O)c1ccc(OC)c(OC)c1,12,8,12,8
O=C(CSc1c2c(nc3ccc(Cl)cc13)CCCC2)NCc1ccco1,?,.,20,.
Cc1ccc(-n2ncc3c2ncn2c(C)nnc32)cc1C,.,.,19,.
CSc1ccc(C(=S)N2CCN(Cc3ccccc3)CC2)cc1,5,17,.,.
O=C(NNC(=S)Nc1cccc2ccccc12)c1cccc(Br)c1,8,12,22,12
CN1CCN(C(=O)c2ccc(COc3ccc(Cl)cc3Cl)cc2)CC1,-3,0,19,.
CCCSc1oc(-c2ccco2)nc1S(=O)(=O)c1ccccc1,-7,-29,11,-29
Cc1ccc(S(=O)(=O)N2CCOCC2)cc1C(=O)NCc1ccco1,-1,-43,33,-43
COc1ccc(OC)c(C(=O)CSc2nnc(-c3cccs3)o2)c1,.,.,28,.
CCc1ccc(N=CC2=C(O)CC(c3ccco3)CC2=O)cc1 (stereo unspecified),15,3,32,3
O=C1c2ccncc2C(=O)N1CO,-33,-28,11,-28
CCCOc1cc(C)c(S(=O)(=O)n2nnc3ccccc32)cc1C,9,13,12,13
CCC1CCCCN1CCCNC(=O)COc1cc(=O)n(C)c2ccccc12 (stereo unspecified),20,5,20,5
N#CC(C(=O)NCc1ccco1)c1nc2ccccc2nc1N1CCOCC1 (stereo unspecified),8,-3,15,-3
O=C(O)c1ccc(NS(=O)(=O)/C=C/c2ccccc2)cc1O,-13,-36,29,-36
O=C(CCN1C(=O)CSC1=O)Nc1ccc(Br)cc1,20,4,11,4
C1CCC(OCCN2CCN(CCOC3CCCCC3)CC2)CC1,33,-6,-6,-6
CCc1ccc(NC(=O)CCn2c(=O)oc3ccccc32)cc1,7,22,14,22
CN(Cc1ccccc1)S(=O)(=O)c1ccc(S(=O)(=O)N(Cc2ccc(F)cc2)C2CCCC2)cc1,8,8,.,.
CCOc1ccc(C(=O)OCC(=O)Nc2cc(C)on2)cc1OCC,0,0,7,.
NC(=O)CSc1nnc(-c2ccc(S(=O)(=O)N3CCOCC3)cc2)n1Cc1ccccc1,10,11,12,11
CCC/C(O)=C1\C(=O)CCCC1=NC(C)C(=O)O (stereo unspecified),-4,-5,21,-5
NC(=O)CC(c1ccccc1)c1ccco1 (stereo unspecified),6,-5,10,-5
CC(=O)SC(C[N+](=O)[O-])c1cn(C(C)=O)c2ccccc12 (stereo unspecified),?,.,96,95
O=c1[nH]c(NCCO)nc2c1C1(CCCCC1)Cc1ccccc1-2,-1,0,.,.
CC(=O)Nc1sc2c(c1CN1CCN(C)CC1)CCCC2,-11,0,5,.
O=C(CN(c1ccc2c(c1)OCCO2)S(=O)(=O)c1ccccc1)NCC1CCCO1 (stereo unspecified),4,4,6,4
COC(=O)c1ccc(Cn2cnc3c(cnn3-c3ccc(C)c(C)c3)c2=O)o1,0,8,8,8
Cc1ccc2[nH]c3c(N4CCN(Cc5ccccc5)CC4)ncnc3c2c1,-3,-4,19,-4
CC(=O)c1cnc2c(-c3ccccc3)cnn2c1C,-3,14,3,14
CCN1CCN(C(c2ccccc2OC)c2nnnn2C2CCCCC2)CC1 (stereo unspecified),7,7,11,7
Cc1c(C(=O)Nc2ccc(N3CCOCC3)cc2)oc2ccccc12,-9,-15,2,-15
O=C(O)C1CC=CCC1C(=O)c1ccccc1 (stereo unspecified),16,13,4,13
O=C(O)c1cn(-c2ccccc2)nc1-c1ccc(Cl)cc1,6,-10,-5,-10
CC(C)C(=O)N(Cc1ccccc1)c1ccccn1,11,11,20,11
Cc1ccc(S(=O)(=O)Nc2nc3ccc(S(=O)(=O)N4CCCC4)cc3s2)cc1,-7,-8,16,-8
Cn1ncc(C#N)c1NC(=O)C1CC(c2ccc(Cl)cc2)=NO1 (stereo unspecified),-16,-5,8,-5
CC1(C)Cc2ccccc2-c2nnc(-c3ccco3)n21,8,-11,1,-11
Cc1cc(NC(=O)CCCSc2nc(-c3ccco3)cc(C(F)(F)F)n2)no1,-28,-5,-6,-5
CCc1nnc(NC(=O)CC(=O)Nc2ccccc2C(=O)O)s1,-7,10,29,10
CCOC(=O)c1c(-c2ccccc2)oc2ccc(O)c(CN3CCOCC3)c12,0,-19,29,-19
O=C(Nc1ccc(F)cc1)c1cccc(NC(=O)C2C3CC4OC(=O)C2C4C3)c1 (stereo unspecified),8,3,13,3
COc1ccc(Cc2nnc(SCC(=O)N3CCc4ccccc4C3)o2)cc1,16,7,13,7
CCCC(CCC)C(=O)Nc1c[nH]c(=O)[nH]c1=O,11,0,9,.
O=c1c2ccccc2nc2n1C1(CCCCC1)Cc1ccccc1-2,5,3,13,3
CN1C(=O)/C(=C2\SC(=S)N(C(CCC(=O)O)C(=O)O)C2=O)c2ccccc21 (stereo unspecified),?,.,-1,7
Cc1c(NS(=O)(=O)N2CCCCC2)c(=O)n(-c2ccccc2)n1C,10,24,25,24
COc1ccccc1N(O)C1CC(=O)N(c2ccc(F)cc2)C1=O (stereo unspecified),5,0,22,.
CC(=O)c1cccc(NC(=O)N2CCN(S(C)(=O)=O)CC2)c1,1,-24,22,-24
Cc1cc(N2CCN(c3ccccc3)CC2)n2nnnc2n1,-3,-3,20,-3
COC(=O)c1ccc(NC(=O)COc2ccc(S(=O)(=O)NC(C)C)cc2)cc1,2,-10,35,-10
NS(=O)(=O)c1ccc(NC(=O)CN2CCN(Cc3ccccc3)CC2)cc1,19,-7,.,.
CCOc1ccc(C2=Nn3c(nnc3-c3ccc(OC)cc3)SC2)cc1,3,-35,20,-35
COc1ccc(CCN=C2SCC(=O)N2C)cc1OC,0,19,-38,19
COC(=O)CCC(=O)Nc1ccc(NC(C)=O)cc1,-11,3,3,3
COc1ccc2[nH]c(=O)c(CN(C(C)=O)C3CCCCC3)cc2c1,13,14,4,14

# Next part, overlapping the part above by three compounds.
SMILES,Yeast growth tox,Yeast growth tox inhibition %,eIF2B yeast act,eIF2B yeast act mutant toxicity
COc1ccc(CCN=C2SCC(=O)N2C)cc1OC,0,19,-38,19
COC(=O)CCC(=O)Nc1ccc(NC(C)=O)cc1,-11,3,3,3
COc1ccc2[nH]c(=O)c(CN(C(C)=O)C3CCCCC3)cc2c1,13,14,4,14
COc1ccc(/C=N/n2c(N)c(S(=O)(=O)c3cccs3)c3nc4ccccc4nc32)cc1OC,9,3,.,.
CC1(C)CC(=O)c2sc(NS(C)(=O)=O)nc2C1,2,0,-2,.
CCc1ccccc1NS(=O)(=O)c1ccc2[nH]cc(C(=O)NC3CCCC3)c(=O)c2c1,13,9,9,9
COc1nc(C)nc2c1sc1nc3c(cc12)COC(C)(C)C3,3,8,.,.
Cc1cc(C)n(-c2nc3ccccc3c(=O)n2OCC(N)=O)n1,30,22,.,.
Cc1ccc2[nH]c(=O)c(COC(=O)C3CCCO3)cc2c1 (stereo unspecified),3,7,-32,7
COc1ccc(Cc2nnc(NC(=O)c3ccco3)s2)cc1OC,13,11,18,11
CCOc1ccc(NS(=O)(=O)c2ccc(N)cc2)cc1,24,12,17,12
CCC(C)C(NC(=O)c1ccccc1NC(=O)c1ccc(OC)cc1)C(=O)NCc1ccco1 (stereo unspecified),-31,-31,-33,-31
NC(=O)C1CCN(CC(=O)NCc2ccccc2)CC1,5,20,21,20
COc1ccccc1N1CCN(C(=O)CSc2nc(C)c(Cc3ccccc3)c(=O)[nH]2)CC1,4,5,3,5
O=C(NCc1ccccc1)c1cc(-c2cccs2)on1,4,6,42,6
O=C(CCS(=O)(=O)Cc1ccc(Cl)cc1)NCCCN1CCN(c2ccccc2F)CC1,-14,16,7,16
N#Cc1cn(CCOc2ccccc2F)c2ccccc12,-6,0,24,.
Cc1cc(=O)c2cc(Cl)ccc2[nH]1,-1,-14,18,-14
Cc1ccc(CNC(=O)C2CCCN(S(=O)(=O)c3cccnc3)C2)cc1 (stereo unspecified),-3,3,25,3
Cc1cc(C)cc(CSc2nnc(C)c(=O)[nH]2)c1,24,-7,9,-7
Cc1noc(C)c1COC(=O)c1ccc(-c2nc3ccccc3s2)s1,-22,-18,7,-18
CCCCN(C)CCCNC(=O)c1ccc(N2CCCC2=O)cc1,-2,3,6,3
COc1ccccc1C(=O)Nc1cc(Cl)ccc1O,4,3,16,3
CCOc1ccc(-c2nnc(-c3snc(-c4ccc(F)cc4)c3N=CN(C)C)o2)cc1,-24,-3,14,-3
CCc1ccc2c(CN3CCc4ccccc43)cc(=O)oc2c1,2,-4,38,-4
CN(C)c1nc(SCc2ccccc2)nc(N2CCOCC2)n1,27,-29,26,-29
CCn1c(CC(=O)Nc2cccc(Cl)c2Cl)nnc1SCCOc1ccc(OC)cc1,31,24,.,.
O=S(=O)(c1cccc2cccnc12)N1CCN(c2ccccc2)CC1,2,13,.,.
COc1cc(C2c3c(-c4cc(Cl)c(C)cc4O)n[nH]c3C(=O)N2Cc2cccnc2)ccc1O (stereo unspecified),-6,-11,.,.
C#CCOC(=O)c1ccccc1C(=O)OCC#C,27,11,19,11
COc1ccc(C)cc1NC(=O)CSc1nnc(-c2ccco2)n1N,35,13,.,.
Cc1cccc(C)c1NC(=O)CCS(=O)(=O)c1cccc2nsnc12,-5,15,17,15
O=c1[nH]c(Nc2nc3ccccc3o2)nc2c1CCCC2,9,0,28,.
CCOc1ccc(N2C(=O)c3cccnc3C2Nc2ccc(Cl)cc2)cc1 (stereo unspecified),-1,7,20,7
COc1cc(S(=O)(=O)N2CCC(C(N)=O)CC2)c(C)cc1C,5,0,-17,.
O=C(c1cccs1)N1CCN(S(=O)(=O)N2CCCCC2)CC1,17,-4,1,-4
O=S(=O)(NCCSc1ccc(Cl)cc1)c1ccc2c(c1)OCCO2,20,-23,16,-23
O=[N+]([O-])c1cn(-c2nc(-c3ccco3)cc(C(F)(F)F)n2)cn1,7,19,.,.
Oc1c(C(Nc2nc3ccccc3s2)c2ccco2)ccc2cccnc12 (stereo unspecified),4,19,8,19
N#CC(C(=O)NCCc1ccccc1)c1nc2ccccc2nc1N1CCCCC1 (stereo unspecified),.,.,6,.
COC(=O)CSc1nnc(Cc2ccccc2)n1-c1ccc(C)cc1,7,-7,20,-7
COc1ccc(C2=NOC(C(=O)N3CCCc4ccccc43)C2)cc1 (stereo unspecified),13,12,26,12
COCCOC(=O)CC1=NC(=O)CS1,21,20,1,20
CCn1c(Cc2c(C)[nH]c3ccccc23)nnc1SCC(N)=O,3,-10,.,.
c1ccc(Nc2ccccn2)cc1,14,-12,21,-12
COc1ccccc1OC1=NS(=O)(=O)c2ccccc21,1,-10,2,-10
O=C1C=C(N2CCN(C3=CC(=O)CCC3)CC2)CCC1,7,21,18,21
CCCS(=O)(=O)c1c(S(=O)(=O)CCC)c2cnccn2c1C(=O)c1ccc(Cl)cc1,13,0,6,.

# Structures listed so far with a COOH group (six):
SMILES,Yeast growth tox,Yeast growth tox inhibition %,eIF2B yeast act,eIF2B yeast act mutant toxicity
O=C(O)c1ccc(NS(=O)(=O)/C=C/c2ccccc2)cc1O,-13,-36,29,-36
CCC/C(O)=C1\C(=O)CCCC1=NC(C)C(=O)O (stereo unspecified),-4,-5,21,-5
O=C(O)C1CC=CCC1C(=O)c1ccccc1 (stereo unspecified),16,13,4,13
O=C(O)c1cn(-c2ccccc2)nc1-c1ccc(Cl)cc1,6,-10,-5,-10
CCc1nnc(NC(=O)CC(=O)Nc2ccccc2C(=O)O)s1,-7,10,29,10
CN1C(=O)/C(=C2\SC(=S)N(C(CCC(=O)O)C(=O)O)C2=O)c2ccccc21 (stereo unspecified),?,.,-1,7
